STAT3 act: STAT3 signaling activation. U3A cells, IL-6 STAT3-luciferase reporter, luminescence; 100% = signal with IL-6 EC80 alone. activation (% of control), % at 5.6 µM. 190,000 compounds, 0.91% hits;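 active means activation above the screen-wide mean of compound activation plus 3 SD, cut at about 130% in these data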;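 further: 0% = background luminescence of wells with medium and substrate only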
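Test system: STAT3-luciferase reporter U3A cells; Detection: reporter luminescence signal; Times: 1 h compound pre-exposure, 6 h IL-6 stimulation, 37 °C; Benchmarks: IL-6-only high control; Also added: IL-6 stimulus at 33 ng/mL final.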
STAT1 blocker: reduces IFN-gamma driven STAT1 reporter signal; NIH 3T3 STAT1-luciferase reporter, luminescence; inhibition, % at 5.5 µM; 200,000 compounds, 0.35% hits;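 active means inhibition above a set limit, the mean inhibition across all tested compounds plus 3 SD, cut at about 34% in these data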;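 further: 0% = IFN-gamma with DMSO and 100% = IFN-gamma with 300 µM nifuroxazide; values of inactives mirror those of a sister screen read the other way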
NF-kB expr up: raises NF-kB expression in human neuronal cells | NF-kB reporter expression; active compounds read high | fold change at 12.5 µM | 190,000 compounds, 1.6% hits; in the data active means fold change above about 3.3
STAT1 activator: STAT1 signaling activation. NIH 3T3 STAT1-luciferase reporter, IFN-gamma, luminescence; 100% = IFN-gamma alone, no compound. 200,000 compounds, 2.6% hits. activation (% of control), % at 5.5 µM;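 active means activation above the screen-wide mean activation plus 3 SD, cut at about 130% in these data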;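 further: raw ratio to IFN-gamma control signal so 100% means no change and 0% no light; values of inactives mirror those of a sister screen read the other way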
APP 5'UTR act: activates APP 5'UTR luciferase reporter; SH-SY5Y APP 5'UTR luciferase reporter, luminescence; zero percent = DMSO vehicle wells; 190,000 compounds, 1% hits; activation, % at 2 µM;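 active means activation above a set limit, based on mean plus 3 SD of controls, cut at about 140% in these data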; further: values of inactives mirror those of a sister screen read the other way
Hsp70 act: transcriptional activators of Hsp70. activation, % at 10 µM. 200,000 compounds, 0.04% hits. HeLa Hsp70 promoter luciferase reporter, luminescence; scaled: vehicle 0, proteasome-inhibitor control 100%;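 active means activation above the mean across all tested compounds plus 3 SD, cutoff set per campaign, cut at about 5.5% in these data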;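 further: 100% = MG132 at 30 µM as the positive control and 0% = DMSO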
TLR4-MyD88 BLA: inhibitors of human TLR4-MyD88 binding; HeLa CL3-4 TLR4/MyD88 BLA complementation, FRET ratio; inhibition, % at 8.4 µM; 200,000 compounds, 0.18% hits; in the data active means inhibition above about 25%;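 further: 0% = vehicle and 100% = reference inhibitor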
Target sequence (O00206 whole entry, looked up): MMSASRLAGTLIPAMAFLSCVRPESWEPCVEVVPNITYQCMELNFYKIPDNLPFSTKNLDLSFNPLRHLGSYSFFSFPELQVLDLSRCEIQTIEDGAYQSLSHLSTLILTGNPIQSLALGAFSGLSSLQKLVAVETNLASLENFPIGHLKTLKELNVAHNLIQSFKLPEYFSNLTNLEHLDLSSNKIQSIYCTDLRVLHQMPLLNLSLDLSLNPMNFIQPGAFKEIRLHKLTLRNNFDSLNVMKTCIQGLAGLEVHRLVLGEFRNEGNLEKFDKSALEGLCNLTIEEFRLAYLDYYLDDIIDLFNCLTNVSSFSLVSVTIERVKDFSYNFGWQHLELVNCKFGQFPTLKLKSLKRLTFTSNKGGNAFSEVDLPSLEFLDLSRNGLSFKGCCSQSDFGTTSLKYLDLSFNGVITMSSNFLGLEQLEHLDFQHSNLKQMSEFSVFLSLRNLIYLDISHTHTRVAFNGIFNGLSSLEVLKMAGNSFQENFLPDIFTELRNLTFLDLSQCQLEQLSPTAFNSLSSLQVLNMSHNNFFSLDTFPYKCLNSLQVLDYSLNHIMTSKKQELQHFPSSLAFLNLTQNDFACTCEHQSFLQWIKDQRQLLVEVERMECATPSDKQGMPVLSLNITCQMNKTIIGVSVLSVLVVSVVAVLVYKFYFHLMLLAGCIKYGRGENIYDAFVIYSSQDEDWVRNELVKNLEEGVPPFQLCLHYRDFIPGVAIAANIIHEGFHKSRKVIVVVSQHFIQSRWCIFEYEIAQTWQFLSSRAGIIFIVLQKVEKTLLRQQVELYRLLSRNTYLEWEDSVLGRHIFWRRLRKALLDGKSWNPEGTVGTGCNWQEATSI
Target sequence (Q99836 whole entry, looked up): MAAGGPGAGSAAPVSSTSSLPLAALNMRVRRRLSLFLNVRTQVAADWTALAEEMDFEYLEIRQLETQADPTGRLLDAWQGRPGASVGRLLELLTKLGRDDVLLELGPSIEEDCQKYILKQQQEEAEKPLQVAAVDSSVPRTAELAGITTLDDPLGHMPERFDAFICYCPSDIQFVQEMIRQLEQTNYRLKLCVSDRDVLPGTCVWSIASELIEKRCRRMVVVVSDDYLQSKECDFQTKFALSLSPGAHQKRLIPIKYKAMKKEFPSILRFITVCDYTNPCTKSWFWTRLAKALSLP
DTT redox prof: compounds producing H2O2 with reducing agent – biochemical, NIH compound library profiling, artefact control for MLSCN library redox annotation, primary screen. DTT-dependent redox cycling H2O2, phenol red/HRP absorbance; 100% = 100 µM peroxide control, 0% = buffer. AID 878. 200,000 compounds, 0.03% hits. activation, % at 10 µM;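 active means activation of at least 50% relative to the plate's high and low controls in the primary single-dose screen; inactive means activation below 50%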;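 further: compound incubated with DTT at 0.8 mM final as the reducing agent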
STAT3 blocker: reduces IL-6 driven STAT3 reporter signal; 190,000 compounds, 0.89% hits; inhibition, % at 5.5 µM; AID 862; U3A cells, IL-6 STAT3-luciferase reporter, luminescence; host cell line lacks STAT1;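 active means inhibition above the mean inhibition across all screened compounds plus 3 SD, cut at about 44% in these data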;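 further: 0% = DMSO only wells and 100% = 100 µM nifuroxazide control wells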
HMGR II inh: blocks class II HMG-CoA reductase of Enterococcus faecalis. purified E. faecalis HMGR, NADPH absorbance 340 nm kinetic. inhibition, % at 10 µM. 190,000 compounds, 0.41% hits. AID 1066;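 active means inhibition above a set limit, the median over all tested compounds plus 3 SD, cut at about 9.5% in these data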;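 further: enzyme runs in reverse so mevalonate oxidation gives rising NADPH absorbance; 0% = complete reaction with DMSO and 100% = background rate lacking mevalonate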
Active calls of the source: *; nt = not tested or not shown. The order is random; 5.6% or so of the library scored in one or more.

SMILES	STAT3 act	STAT1 blocker	NF-kB expr up	STAT1 activator	APP 5'UTR act	Hsp70 act	TLR4-MyD88 BLA	DTT redox prof	STAT3 blocker	HMGR II inh
O=C(Cn1cccc1)NC1CCCCCC1	102	-2	1.2	102	-10	0.4	-10	2.9	0	-10
c1ccc(-c2ccnc3nc(N4CCN(c5ccccc5)CC4)nn23)cc1	87	-1	1.1	101	20	-0.2	-6	-7.5	17	-18
CN1CCN(C(=S)c2cn(Cc3ccc(F)cc3)c3ccccc23)CC1	94	4	1.1	95	4	-0.4	4	-0.6	11	1
CCCCOc1ccc(OCCCC)c2c1NC1(N2)C(=O)N(C(C)=O)c2ccccc21	108	4	1.3	96	-2	-0.4	-8	0.8	-3	3
CCN(CC)C(=O)CN(C)S(=O)(=O)c1cccc2nsnc12	103	2	0.85	99	-1	0.4	0	-1.4	-2	3
N#Cc1c(C#N)c(-c2ccccc2)n(-c2ccccc2)c1N	99	-3	1.4	103	8	-0.1	-1	2.1	5	0
O=C(CCS(=O)(=O)c1ccc(Cl)cc1)OCC(=O)N1CCCCC1	111	1	1	100	10	-0.1	11	-1.9	-9	-3
Cc1ccc(SCCNC(=O)c2ccc(CN3CCOCC3)cc2)cc1	111	4	1.3	95	-1	-0.1	16	0.1	-4	-1
O=C(O)c1[nH]c2ccc(Cl)cc2c1CC(=O)N1CCN(C(=O)c2ccco2)CC1	103	4	1.4	96	7	-0.3	-2	1.0	-1	-7
CCOC(=O)Cn1c(C)cc(=O)c2ccccc21	98	-7	0.94	106	17	-0.2	5	-3.8	6	-6
O=C(/C=N/O)NCc1ccncc1	101	-3	1.1	103	2	-0.1	7	0.9	3	-1
CC(C)(C)C(=O)Cn1c(NCCCO)nc2ccccc21	102	-2	1.1	102	5	0.0	7	0.1	2	-3
CCC(=O)Nc1nc2ccccc2n1CCN1CCOCC1	98	-6	0.96	106	20	-0.1	-8	-1.1	10	6
CCC(=O)N1CCc2cc(Br)cc(S(=O)(=O)CCC(=O)N(CC)CC)c21	96	7	0.96	93	-1	-0.1	10	-0.4	9	-3
CS(=O)(=O)Nc1ccc(C2=NN(C(=O)c3ccco3)C(c3ccccc3F)C2)cc1 (configuration not stated)	93	31	0.75	70	-1	0.1	-14	-0.4	15	1
Cc1cccc(NC(=O)CSC(N)=O)c1C	96	2	1.3	98	3	0.2	-6	1.2	10	-5
O=C(Nc1cc(C(F)(F)F)ccc1N1CCOCC1)c1n[nH]c(=O)c2ccccc12	101	0	0.92	100	12	0.4	1	-5.3	6	-1
CCOC(=O)c1c(C)c(C(=O)NCc2ccccn2)c(C)n1C	98	-7	1.2	106	-9	0.1	1	-1.6	9	-5
COc1ccc(C(C2C(=O)CC(C)(C)CC2=O)C2C(=O)CC(C)(C)CC2=O)cc1COCC(F)(F)F	98	7	1.1	94	7	-0.1	11	-0.1	6	-5
CC1CCN(C(C(=O)Nc2ccc3c(c2)OCO3)c2ccccc2)CC1 (configuration not stated)	nt	nt	1	nt	5	nt	nt	-1.7	nt	-8
CC(C)N(C(=O)Cn1c(SCC(=O)NCc2ccc3c(c2)OCO3)nc2ccccc21)C(C)C	104	0	1.3	100	14	-0.3	-3	-1.1	-4	-5
COc1cc(/C=N/NC(=O)c2cnccn2)cc(OC)c1OC	93	2	1.1	98	-8	-0.3	-13	0.6	13	-5
O=C(Cn1cc(C(F)(F)F)ccc1=O)N/N=C/c1cccc(Cl)c1Cl	95	7	1	94	-2	0.1	-20	-0.2	6	-7
O=C(OCn1nnc2ccccc2c1=O)C1CCCCC1	110	1	1	99	-3	0.0	-4	0.0	-5	-3
N#CCCN1CCN(C(=S)c2ccc(-c3ccc(Cl)cc3)o2)CC1	103	-14	1.7	113	-5	0.2	-2	0.0	1	2
CCCc1cc(=O)oc2cc(OCc3cccc(OC)c3)c(Cl)cc12	99	3	1.1	97	-5	-0.5	-2	0.2	2	-4
Cc1cccc(-n2c(SCc3ccc(C#N)cc3)nnc2-c2c[nH]c3ccccc23)c1	97	7	1.1	94	10	-0.3	9	1.9	1	-4
CCCCNC(=O)c1cccnc1SCC(=O)Nc1ccccc1OC	92	-9	1	108	-9	-0.4	5	0.2	9	-8
Cc1cc(C)n(-c2ccc(C(=O)NC3=NCCS3)cc2)n1	94	-26	2	124	36	0.1	-9	1.6	11	3
CC(=O)Nc1cccc(/C(C)=N/NC(=O)c2ccc3c(c2)OCO3)c1	91	-22	nt	118	66	-0.1	-17	-0.4	15	-2
S=C(NCc1ccco1)Nc1ccccc1	96	2	1.2	97	-23	-0.3	2	-0.4	9	-1
CCCCNC(=S)N=Nc1c(O)n(Cc2ccccc2)c2ccccc12	98	16	0.79	86	12	-0.4	-10	0.7	-2	-6
CCOC(=O)CSc1ccc(C(=O)Nc2ccc(Cl)cc2)cn1	97	-7	1.2	103	10	0.0	19	-0.2	8	-1
Cc1c(C(=O)NCc2cccnc2)oc2ccccc12	97	-1	1.1	101	-9	-0.4	-2	1.9	8	-13
CCc1nnc(NC(=O)C2CCN(c3cnccn3)CC2)s1	99	0	1.2	100	-4	-0.4	-11	2.4	5	-1
O=C1NCCCCC1NC1CC(=O)N(c2ccccc2)C1=O (configuration not stated)	109	-5	0.78	105	-12	-0.4	2	-0.9	-7	-3
Cc1ccc(C(=O)N/N=C/C=C/c2ccccc2)o1	88	-11	1.7	108	12	0.4	-4	5.3	20	11*
CCOP(=O)(OCC)C(Nc1cccc(C)c1)c1ccc(F)cc1 (configuration not stated)	96	-11	1	110	-9	-0.4	10	0.5	5	-4
Cc1ccc(SC(C)c2nc(-c3ccccc3)no2)cc1 (configuration not stated)	106	4	1.4	96	14	0.0	3	0.4	-4	-2
COCCN(CC(=O)NCc1ccccc1)C(=O)CCC(=O)Nc1nccs1	103	-7	1.2	107	4	0.0	-15	0.8	7	-4

Eleven successive compounds already listed, for reference:
SMILES	STAT3 act	STAT1 blocker	NF-kB expr up	STAT1 activator	APP 5'UTR act	Hsp70 act	TLR4-MyD88 BLA	DTT redox prof	STAT3 blocker	HMGR II inh
O=C(OCn1nnc2ccccc2c1=O)C1CCCCC1	110	1	1	99	-3	0.0	-4	0.0	-5	-3
N#CCCN1CCN(C(=S)c2ccc(-c3ccc(Cl)cc3)o2)CC1	103	-14	1.7	113	-5	0.2	-2	0.0	1	2
CCCc1cc(=O)oc2cc(OCc3cccc(OC)c3)c(Cl)cc12	99	3	1.1	97	-5	-0.5	-2	0.2	2	-4
Cc1cccc(-n2c(SCc3ccc(C#N)cc3)nnc2-c2c[nH]c3ccccc23)c1	97	7	1.1	94	10	-0.3	9	1.9	1	-4
CCCCNC(=O)c1cccnc1SCC(=O)Nc1ccccc1OC	92	-9	1	108	-9	-0.4	5	0.2	9	-8
Cc1cc(C)n(-c2ccc(C(=O)NC3=NCCS3)cc2)n1	94	-26	2	124	36	0.1	-9	1.6	11	3
CC(=O)Nc1cccc(/C(C)=N/NC(=O)c2ccc3c(c2)OCO3)c1	91	-22	nt	118	66	-0.1	-17	-0.4	15	-2
S=C(NCc1ccco1)Nc1ccccc1	96	2	1.2	97	-23	-0.3	2	-0.4	9	-1
CCCCNC(=S)N=Nc1c(O)n(Cc2ccccc2)c2ccccc12	98	16	0.79	86	12	-0.4	-10	0.7	-2	-6
CCOC(=O)CSc1ccc(C(=O)Nc2ccc(Cl)cc2)cn1	97	-7	1.2	103	10	0.0	19	-0.2	8	-1
Cc1c(C(=O)NCc2cccnc2)oc2ccccc12	97	-1	1.1	101	-9	-0.4	-2	1.9	8	-13

Further entries.
SMILES	STAT3 act	STAT1 blocker	NF-kB expr up	STAT1 activator	APP 5'UTR act	Hsp70 act	TLR4-MyD88 BLA	DTT redox prof	STAT3 blocker	HMGR II inh
COc1cc(C(=O)NCc2nnc(SCC(=O)N3CCCCC3)o2)cc(OC)c1OC	110	-2	0.95	102	22	-0.2	0	-0.9	-6	-4
Cc1cc([N+](=O)[O-])ccc1NC1CCCC1	86	-6	1.1	106	-1	-0.4	-1	-0.3	19	-4
COc1cccc(CN(C)C(=O)Nc2cccc(C(F)(F)F)c2)c1OC	103	-2	1	102	-10	-0.6	-4	2.3	-9	3
O=S(=O)(c1cccc(S(=O)(=O)N2CCN(c3ncccn3)CC2)c1)N1CCOCC1	96	3	1	97	3	-0.5	-9	1.7	8	-2
O=C(N/N=C/c1coc2ccccc2c1=O)c1cn(-c2ccccc2)nc1-c1ccccc1	99	3	0.91	97	18	-0.1	-2	0.1	-3	-4
O=C(CSc1ncc(-c2ccc(F)cc2)n1Cc1ccco1)Nc1nccs1	104	-2	1.1	102	-1	-0.2	3	1.6	-1	-6
COc1cccc(C2N(c3ccccn3)C(=O)C3CCCN32)c1OC (configuration not stated)	98	-5	1.3	104	5	0.2	1	-1.2	6	0
Cc1ccccc1OCCn1nc(C(=O)O)c2ccccc2c1=O	94	-5	1.3	104	8	-0.4	-4	2.1	17	-6
O=C(CSc1nnc(NC2CCCCC2)s1)Nc1ccc(N2CCOCC2)cc1	99	-11	1.2	110	2	0.3	2	0.7	5	-4
COc1cccc(-c2nc3ccccc3c(=O)o2)c1	92	5	1.7	96	-4	-0.2	1	0.3	13	-2
CCOCCCNC(=S)NCCCNc1nc2c(C)cc(C)cc2cc1C#N	95	7	0.97	92	-11	0.1	7	-0.9	9	1
CCOC(=O)Cn1c(=NC(=O)C2COc3ccccc3O2)sc2cc(S(N)(=O)=O)ccc21 (configuration not stated)	101	0	0.58	100	5	-0.2	-14	-0.2	-4	-2
CCO[C@@H]1OC(C(=O)N2CCN(Cc3ccc4c(c3)OCO4)CC2)=C[C@H](c2coc3ccccc3c2=O)[C@H]1CCCO	nt	3	0.93	99	21	-0.4	-16	-0.8	nt	-2
O=C(N/N=C/c1cccc(C(F)(F)F)c1)C1CCN(c2ncc(C(F)(F)F)cc2Cl)CC1	96	2	0.99	98	0	-0.1	-15	1.6	11	-2
CC(C)CNc1nc(NC(C)(C)C)nc(Oc2ccc(=O)[nH]n2)n1	108	5	0.95	93	22	-0.1	5	0.2	-5	-1
C[C@H](NC(=O)[C@@H]1CCC(=O)N1Cc1ccco1)c1ccccc1	104	-9	1.2	106	10	0.0	0	1.1	2	-2
CCOc1ccc(N2C(=O)C3Sc4[nH]c(=O)sc4C(/C=C/c4ccccc4)C3C2=O)cc1 (configuration not stated)	141*	-9	1.1	108	15	-0.2	-16	1.5	-51	1
CCOc1cc(CNCC2CCCO2)cc(Br)c1OCC(N)=O (configuration not stated)	93	2	1.1	99	0	0.0	-17	-1.2	8	0
O=C(CN1CCCC1)N1CCCc2ccccc21	102	0	1.1	100	5	0.0	-1	0.0	0	-1
CC1CN(C2CCN(S(=O)(=O)c3ccc4ccccc4c3)CC2)CC(C)O1 (configuration not stated)	111	2	1	98	-17	0.1	10	-0.7	-7	-2

Assay outcomes: PubChem BioAssay, several laboratories
